mIAP inh – mouse IAP inhibition | purified mouse IAP, CDP-Star luminescence, 30 min | inhibition, % at 10 µM | hit rate 0.2% among 330,000;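 active = inhibition of at least 40% at 10 µM in the primary screen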;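 note: plate controls were DMSO with enzyme for no effect and no enzyme wells for full effect; values of inactives mirror those of a sister screen read the other way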
TIM10 inh – TIM10 yeast growth inhibition. S. cerevisiae TIM10 strain growth, BacTiter-Glo luminescence, 24 h. inhibition, % at 10 µM. hit rate 1.4% among 330,000;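 active = inhibition of 40% or more at the single tested concentration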;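 note: wild-type TIM10 isogenic control strain grown at permissive 25 °C; 0% = DMSO yeast wells and 100% = minimal medium wells without yeast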
mIAP activ – mouse IAP activation; activation factor at 10 µM; muIAP, CDP-Star luminescence, 30 min; stronger effect = higher value; 1 = vehicle-only enzyme signal, 0 = enzyme-free wells; hit rate 0.24% among 330,000;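 active = activation factor of at least 2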; note: the source names both 10 and 20 µM as test concentration; values of inactives mirror those of a sister screen read the other way
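System: mouse IAP enzyme. Reagent: CDP-Star chemiluminescent phosphatase substrate. Benchmarks: DMSO wells, no-enzyme wells. Times: 30 min enzyme-substrate-compound incubation at room temperature. Detection: luminescence from enzymatic CDP-Star hydrolysis. Doses: test compounds delivered from DMSO solution.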
NALP3 yeast inh – inhibitors of NALP3 inflammasome in yeast | Yeast reconstituted NLRP3/ASC/caspase-1, beta-gal luminescence, 24 h | inhibition, % at 10 µM | hit rate 0.39% among 330,000;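 active = inhibition of 50% or more; inactive = inhibition below 50%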;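 note: plate controls were induced DMSO wells for no effect and uninduced yeast grown without galactose for full effect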
hIAP block – human IAP inhibition. P09923. purified IAP, CDP-Star luminescence, 30 min. inhibition, % at 10 µM. hit rate 0.12% among 330,000. AID 2544;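 active = inhibition reaching a set limit with compound at 10 µM in the primary screen, cut at about 35% in these data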;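 note: plate controls were DMSO wells with enzyme for no effect and no-enzyme buffer wells for full effect; values of inactives mirror those of a sister screen read the other way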
Target sequence (P09923 whole entry, looked up): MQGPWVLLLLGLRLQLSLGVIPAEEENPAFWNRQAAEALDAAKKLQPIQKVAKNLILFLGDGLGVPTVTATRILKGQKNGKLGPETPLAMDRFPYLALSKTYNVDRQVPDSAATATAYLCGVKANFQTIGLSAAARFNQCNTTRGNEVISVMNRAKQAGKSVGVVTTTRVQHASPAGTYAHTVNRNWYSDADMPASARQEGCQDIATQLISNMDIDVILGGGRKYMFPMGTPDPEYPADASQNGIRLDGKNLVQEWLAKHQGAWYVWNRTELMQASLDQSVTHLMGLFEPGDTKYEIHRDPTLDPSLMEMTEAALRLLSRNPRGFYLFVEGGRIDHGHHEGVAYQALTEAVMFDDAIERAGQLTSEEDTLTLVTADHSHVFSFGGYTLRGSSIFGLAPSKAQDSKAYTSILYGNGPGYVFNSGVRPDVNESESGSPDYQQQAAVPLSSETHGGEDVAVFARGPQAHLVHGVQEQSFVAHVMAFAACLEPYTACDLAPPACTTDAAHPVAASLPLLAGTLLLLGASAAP
Apaf1 inhib – blocks human Apaf-1 apoptosome activity. O14727. reconstituted apoptosome caspase-3 activity, DEVD-Rh110 fluorescence. inhibition, % at 20 µM. hit rate 0.71% among 330,000. AID 489030; active = inhibition of at least 40% at 20 µM;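 note: plate controls were DMSO wells for no effect and DEVD-CHO caspase inhibitor wells for full effect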
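detection = Rh110 fluorescence intensity | test system = biochemical Apaf-1 apoptosome reconstitution | also added = cytochrome c and DEVD-Rh110 substrate | schedule = 30 min plus 50 min, RT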
ATG4B inh – blocks human ATG4B protease cleavage of LC3 substrate; AID 504462; Q9Y4P1; inhibition, % at 8.33 µM; hit rate 0.51% among 340,000; ATG4B cleavage of LC3-PLA2, NBD-HPC fluorescence, 1 h; in the data active = inhibition above about 40%
Target sequence (Q9Y4P1 whole entry, looked up): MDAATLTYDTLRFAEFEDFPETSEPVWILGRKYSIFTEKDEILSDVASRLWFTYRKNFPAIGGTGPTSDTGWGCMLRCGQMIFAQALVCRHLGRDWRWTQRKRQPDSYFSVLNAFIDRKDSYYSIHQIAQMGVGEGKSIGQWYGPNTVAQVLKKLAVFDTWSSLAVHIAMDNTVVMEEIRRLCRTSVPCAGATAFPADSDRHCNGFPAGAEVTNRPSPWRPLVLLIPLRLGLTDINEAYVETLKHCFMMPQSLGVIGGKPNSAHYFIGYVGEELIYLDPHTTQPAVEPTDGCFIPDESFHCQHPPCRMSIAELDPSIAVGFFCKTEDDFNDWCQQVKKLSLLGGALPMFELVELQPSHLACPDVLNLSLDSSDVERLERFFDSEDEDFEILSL
hIAP activ – human IAP activation | activation factor at 10 µM | purified human IAP, CDP-Star luminescence, 30 min; stronger effect = higher value; 1 = vehicle-only enzyme, 0 = enzyme-free background | hit rate 0.16% among 330,000;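 active = activation factor of the enzyme at least 2-fold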; note: the source names both 10 and 20 µM as test concentration; values of inactives mirror those of a sister screen read the other way
tim10-1 inh – inhibits growth of tim10-1 mutant yeast. S. cerevisiae tim10-1 ts strain growth, BacTiter-Glo, 24 h. inhibition, % at 20 µM. hit rate 2.2% among 330,000. AID 463190;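 active = inhibition of at least 40%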;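 note: mutant grown at 25 °C; 0% = DMSO wells with yeast and 100% = wells holding no yeast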
The depositor's hits bear a star.

How did CCOc1ccc2nc(SCC(=O)Nc3ccc4c(c3)OCO4)sc2c1 do in these assays?
mIAP inh: -8; TIM10 inh: 2; mIAP activ: 1.1; NALP3 yeast inh: 24; hIAP block: 9; Apaf1 inhib: 11; ATG4B inh: -5; hIAP activ: 0.91; tim10-1 inh: -6

How did O=C(OC(C(=O)Nc1ccc(Cl)c(C(F)(F)F)c1)c1ccccc1)C1=COCCO1 (centres undefined) do in these assays?
mIAP inh: -58; TIM10 inh: 12; mIAP activ: 1.6; NALP3 yeast inh: 7; hIAP block: -7; Apaf1 inhib: 24; ATG4B inh: 16; hIAP activ: 1.1; tim10-1 inh: 25

Results for C/C(=N/Nc1ccc([N+](=O)[O-])cc1)c1c[nH]c2ccccc12 ?
mIAP inh: 14; TIM10 inh: -5; mIAP activ: 0.86; NALP3 yeast inh: 44; hIAP block: -1; Apaf1 inhib: 2; ATG4B inh: 46*; hIAP activ: 1; tim10-1 inh: -2

What do the screens show for `CC1CCC(NC(=O)CSc2nncn2C)CC1` (centres undefined)?
mIAP inh: 1; TIM10 inh: -1; mIAP activ: 0.99; NALP3 yeast inh: 7; hIAP block: -10; Apaf1 inhib: -2; ATG4B inh: -12; hIAP activ: 1.1; tim10-1 inh: -10

Results for O=C(c1cccc(COc2ccc(Cl)cc2Cl)c1)N1CCN(c2ccccn2)CC1 ?
mIAP inh: -12; TIM10 inh: 33; mIAP activ: 1.1; NALP3 yeast inh: 21; hIAP block: -16; Apaf1 inhib: 27; ATG4B inh: 3; hIAP activ: 1.2; tim10-1 inh: 42*

Results for Cc1ccccc1-n1nnnc1-c1ccccc1 ?
mIAP inh: -4; TIM10 inh: 9; mIAP activ: 1; NALP3 yeast inh: -95; hIAP block: -16; Apaf1 inhib: -7; ATG4B inh: 2; hIAP activ: 1.2; tim10-1 inh: 20

How did COc1cc(C2C(C(C)=O)=C(O)C(=O)N2Cc2ccccc2)ccc1O (centres undefined) do in these assays?
mIAP inh: 7; TIM10 inh: 2; mIAP activ: 0.93; NALP3 yeast inh: 1; hIAP block: 5; Apaf1 inhib: 7; ATG4B inh: 5; hIAP activ: 0.95; tim10-1 inh: 8

What do the screens show for `Cc1ccc(OCCn2c(=O)sc3ccccc32)cc1`?
mIAP inh: 7; TIM10 inh: 7; mIAP activ: 0.93; NALP3 yeast inh: 22; hIAP block: -19; Apaf1 inhib: -2; ATG4B inh: 4; hIAP activ: 1.2; tim10-1 inh: 20

Results for CCN(CC)C(=O)[C@H]1C[C@H](CC(=O)NCc2cccc(C(F)(F)F)c2)C(=O)N2CCc3c([nH]c4cc(-c5ccco5)ccc34)[C@]12C ?
mIAP inh: -24; TIM10 inh: 4; mIAP activ: 1.2; Apaf1 inhib: 33; ATG4B inh: 13; tim10-1 inh: 31

How did COc1ccc(C(C)=O)cc1CN1C(=O)NC2(CCCCCCC2)C1=O do in these assays?
mIAP inh: -3; TIM10 inh: 5; mIAP activ: 1; NALP3 yeast inh: 4; hIAP block: -7; Apaf1 inhib: -6; ATG4B inh: -9; hIAP activ: 1.1; tim10-1 inh: 8

What do the screens show for `Cc1c(NC(=O)C2(c3ccc(Cl)cc3)CCCC2)c(=O)n(-c2ccccc2)n1C`?
mIAP inh: 8; TIM10 inh: 6; mIAP activ: 0.92; NALP3 yeast inh: 10; hIAP block: 8; Apaf1 inhib: -6; ATG4B inh: -5; hIAP activ: 0.92; tim10-1 inh: 17

How did COCCCNCCCCOc1c(Cl)cc(C)cc1Br do in these assays?
mIAP inh: 8; TIM10 inh: -14; mIAP activ: 0.92; NALP3 yeast inh: 8; hIAP block: 13; Apaf1 inhib: -10; ATG4B inh: -8; hIAP activ: 0.87; tim10-1 inh: 1

Results for Cc1ccccc1OCCn1c(=S)[nH]c2ccccc21 ?
mIAP inh: 3; TIM10 inh: 32; mIAP activ: 0.97; NALP3 yeast inh: 53*; hIAP block: -21; Apaf1 inhib: 9; ATG4B inh: -7; hIAP activ: 1.2; tim10-1 inh: 23

How did CCc1cc(C(=O)Nc2cc(Cl)ccc2N2CCN(C)CC2)sc1C do in these assays?
mIAP inh: 4; TIM10 inh: -2; mIAP activ: 0.96; NALP3 yeast inh: 67*; hIAP block: -4; Apaf1 inhib: 30; ATG4B inh: -2; hIAP activ: 1; tim10-1 inh: -3

What do the screens show for `COc1ccc(/C=C2\SC(N)=NC2=O)cc1Br`?
mIAP inh: -5; TIM10 inh: 3; mIAP activ: 1; NALP3 yeast inh: 11; hIAP block: -2; Apaf1 inhib: 9; ATG4B inh: -2; hIAP activ: 1; tim10-1 inh: 14

What do the screens show for `O=C(Nc1ccc(N2CCCC2)cc1)c1cc(Cl)ccc1Cl`?
mIAP inh: 6; TIM10 inh: -6; mIAP activ: 0.94; NALP3 yeast inh: 20; hIAP block: 19; Apaf1 inhib: 6; ATG4B inh: -5; hIAP activ: 0.81; tim10-1 inh: 14

What do the screens show for `COc1ccc(C2(c3ccc(OC)cc3)NC(=O)N(CC(=O)Nc3ccc(OC(F)F)cc3)C2=O)cc1`?
mIAP inh: -12; TIM10 inh: -10; mIAP activ: 1.1; NALP3 yeast inh: 0; hIAP block: -2; Apaf1 inhib: 2; ATG4B inh: -4; hIAP activ: 1; tim10-1 inh: -27

How did O=C(CCNC(=O)C1CCN(S(=O)(=O)c2ccc(F)cc2)CC1)NCc1ccccc1Cl do in these assays?
mIAP inh: -9; TIM10 inh: 8; mIAP activ: 1.1; NALP3 yeast inh: 4; hIAP block: 3; Apaf1 inhib: 9; ATG4B inh: -8; hIAP activ: 0.97; tim10-1 inh: 6

Results for COc1ccc(Cl)cc1N1CCN(CCNC(=O)Nc2ccccc2C)CC1 ?
mIAP inh: -13; TIM10 inh: 18; mIAP activ: 1.1; NALP3 yeast inh: 19; hIAP block: 10; Apaf1 inhib: -3; ATG4B inh: -8; hIAP activ: 0.9; tim10-1 inh: 37

What do the screens show for `CCOC(=O)Cn1c(-c2nonc2NC(=O)c2ccccc2F)nc2ccccc21`?
mIAP inh: 3; TIM10 inh: -2; mIAP activ: 0.97; NALP3 yeast inh: -15; hIAP block: -25; Apaf1 inhib: 6; ATG4B inh: 7; hIAP activ: 1.2; tim10-1 inh: 20

What do the screens show for `O=C(NCc1ccccc1)C(c1ccc(F)cc1)N(C(=O)c1csnn1)C1CC1` (centres undefined)?
mIAP inh: 1; TIM10 inh: 12; mIAP activ: 0.99; NALP3 yeast inh: 1; hIAP block: -9; Apaf1 inhib: 1; ATG4B inh: -8; hIAP activ: 1.1; tim10-1 inh: 12

How did O=C1COc2ccc(C(=O)COc3ccc([N+](=O)[O-])cc3)cc2N1 do in these assays?
mIAP inh: 2; TIM10 inh: -21; mIAP activ: 0.98; NALP3 yeast inh: -3; hIAP block: 11; Apaf1 inhib: -34; ATG4B inh: -9; hIAP activ: 0.89; tim10-1 inh: 4

Results for N#Cc1c(N)n[nH]c1Cc1cccc2ccccc12 ?
mIAP inh: -4; TIM10 inh: 5; mIAP activ: 1; NALP3 yeast inh: 14; hIAP block: -14; Apaf1 inhib: 3; ATG4B inh: 2; hIAP activ: 1.1; tim10-1 inh: 6

How did Nc1cc(S(=O)(=O)N2CCOCC2)ccc1N1CCOCC1 do in these assays?
mIAP inh: -1; TIM10 inh: 4; mIAP activ: 1; NALP3 yeast inh: 10; hIAP block: 11; Apaf1 inhib: 2; ATG4B inh: -3; hIAP activ: 0.89; tim10-1 inh: -7

How did CN(c1ncc(C(F)(F)F)cc1Cl)N1C(=O)c2cccc([N+](=O)[O-])c2C1=O do in these assays?
mIAP inh: -16; TIM10 inh: -3; mIAP activ: 1.2; NALP3 yeast inh: -4; hIAP block: 1; Apaf1 inhib: -17; ATG4B inh: -5; hIAP activ: 0.99; tim10-1 inh: 2

Results for Cc1n[nH]c(=O)n1-c1ccc(C(C)C)cc1 ?
mIAP inh: -4; TIM10 inh: -7; mIAP activ: 1; NALP3 yeast inh: 14; hIAP block: -2; Apaf1 inhib: 2; ATG4B inh: -14; hIAP activ: 1; tim10-1 inh: -9

What do the screens show for `O=c1c2ccccc2nc(-c2ccccc2)n1O`?
mIAP inh: 9; TIM10 inh: 2; mIAP activ: 0.91; NALP3 yeast inh: 46; hIAP block: 1; Apaf1 inhib: -12; ATG4B inh: 4; hIAP activ: 0.99; tim10-1 inh: -20

What do the screens show for `CC(C)(C)C(=O)CC1(O)C(=O)N(Cc2ccc(Cl)cc2)c2ccccc21` (centres undefined)?
mIAP inh: 13; TIM10 inh: 34; mIAP activ: 0.87; NALP3 yeast inh: -4; hIAP block: 7; Apaf1 inhib: 11; ATG4B inh: 1; hIAP activ: 0.93; tim10-1 inh: 27

What do the screens show for `COC(=O)c1ccc(NC(=O)c2ccc3c(c2)C(=O)N(Cc2cccnc2)C3=O)cc1`?
mIAP inh: -1; TIM10 inh: 7; mIAP activ: 1; NALP3 yeast inh: 9; hIAP block: -15; Apaf1 inhib: 14; ATG4B inh: -11; hIAP activ: 1.2; tim10-1 inh: 5

What do the screens show for `O=C(NCC1COc2ccccc2O1)c1cccs1` (centres undefined)?
mIAP inh: 9; TIM10 inh: -4; mIAP activ: 0.91; NALP3 yeast inh: 15; hIAP block: -4; Apaf1 inhib: 6; ATG4B inh: -5; hIAP activ: 1; tim10-1 inh: 16

Results for O=C(O)c1ccc(/C=C2\SC(=S)N(NC(=O)c3ccccc3)C2=O)cc1 ?
mIAP inh: 4; TIM10 inh: -11; mIAP activ: 0.96; NALP3 yeast inh: 0; hIAP block: -3; Apaf1 inhib: 10; ATG4B inh: -11; hIAP activ: 1; tim10-1 inh: 3

How did CCc1noc(C)c1C(=O)Nc1ccccc1N1CCOCC1 do in these assays?
mIAP inh: 1; TIM10 inh: 4; mIAP activ: 0.99; NALP3 yeast inh: 14; hIAP block: -13; Apaf1 inhib: 5; ATG4B inh: 2; hIAP activ: 1.1; tim10-1 inh: 12

How did COc1ccc(-c2cc(C#N)nc(NN)n2)cc1 do in these assays?
mIAP inh: 4; TIM10 inh: 13; mIAP activ: 0.96; NALP3 yeast inh: 40; hIAP block: 16; Apaf1 inhib: 9; ATG4B inh: 2; hIAP activ: 0.84; tim10-1 inh: 29

What do the screens show for `O=C(O)c1ccccc1C(=O)OCCc1cc2ccccc2c(=O)o1`?
mIAP inh: 3; TIM10 inh: -4; mIAP activ: 0.97; NALP3 yeast inh: 3; hIAP block: -8; Apaf1 inhib: -10; ATG4B inh: -11; hIAP activ: 1.1; tim10-1 inh: 4

What do the screens show for `CCCCN(C)Cc1c(C(=O)N2CCc3ccccc3C2)nc2ccc(Cl)cn12`?
mIAP inh: -2; TIM10 inh: 20; mIAP activ: 1; NALP3 yeast inh: -10; hIAP block: 19; Apaf1 inhib: 4; ATG4B inh: 16; hIAP activ: 0.81; tim10-1 inh: 32

What do the screens show for `CCCCn1c(N)c(N(CC(C)C)C(=O)C2CCN(S(=O)(=O)c3ccc(C)cc3)CC2)c(=O)[nH]c1=O`?
mIAP inh: 3; TIM10 inh: 12; mIAP activ: 0.97; NALP3 yeast inh: 9; hIAP block: -24; Apaf1 inhib: 5; ATG4B inh: 1; hIAP activ: 1.2; tim10-1 inh: -5

How did CCN(CC)S(=O)(=O)c1ccc(N)cc1 do in these assays?
mIAP inh: 11; TIM10 inh: -8; mIAP activ: 0.89; NALP3 yeast inh: -11; hIAP block: 1; Apaf1 inhib: -5; ATG4B inh: 1; hIAP activ: 0.99; tim10-1 inh: 19
